Source: PubChem (National Center for Advancing Translational Sciences (NCATS))
HEK293 viab: reduces viability of HEK-293 SNCA reporter cells. HEK-293-SNCA-luc viability, GF-AFC fluorescence, 24 h. Potency, µM (titrated, usually from 57.1 µM), without a hit: top-dose activity change, negative = cytotoxicity, actives largely listed as cytotoxic. 0.12% of 150,000 active. AID 1671193;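 further: 0% = DMSO-treated cells and -100% = medium-only wells without cells; nearly all actives have a fitted effect of over 30% in size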
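HEK-293-SNCA-luc cells (1500/well) plated 24 h, then exposed 24 h to a dilution series; GF-AFC added 30 min at 37C, fluorescence 405/540 nm; normalised to medium-only and DMSO wells, Hill fit.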
SNCA expr inh: reduces expression of the alpha-synuclein gene; HEK-293 SNCA-luciferase knock-in, luminescence, 24 h; Potency, µM (titrated, usually from 57.2 µM), for the others: at the highest dose activity change, negative = inhibition, hits mostly inhibitors; 0.17% of 140,000 active; AID 1671194;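 further: plate controls were DMSO cells for no effect and cell-free wells for full effect; nearly all actives have a fitted effect of over 45% in size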
Numbers without * were called inactive; ? = inconclusive; [ ] = remark or other dose. The call rests on the fitted dose curve; in most records, active means well fitted curve in the direction sought with a large enough effect; inconclusive means small, poorly fitted or top-dose-only effect, or another doubt; inactive means no such curve, though single readings can be large; an effect the other way counts as inactive or inconclusive. Potency means the concentration at half of the fitted maximal effect.

SMILES	HEK293 viab	SNCA expr inh
COc1ccccc1CNc1ccnc(-c2ccccc2CN(C)C)n1	4.3%	3.0%
COc1cccc(-c2ccc3ncnc(N(C)C)c3c2)c1	-34.3%	17.3%
N#Cc1ccc(CN2CC[C@@]3(CCCN(C(=O)c4cnccn4)C3)C2)cc1	-13.5%	11.6%
COc1ccccc1CNc1ccnc(-c2cccc(C#N)c2)n1	-13.1%	41.0%[activator]
COc1cccc(Nc2ncc3nc(-c4cccs4)c(=O)n(-c4ccccc4)c3n2)c1	?	-9.4%
O=c1c(-c2ccccc2)nc2cncnc2n1Cc1ccccc1	-19.7%	9.1%
COc1ccc(CNc2nc(-c3ccc4c(c3)OCO4)nc3ccccc23)c(OC)c1	-9.4%	70.3%[activator]
CC(=O)N1CCC2(CCCN(c3ccccc3)C2)CC1	-0.5%	-7.4%
CN(C)C(=O)c1ccc(-c2ccc3ncnc(N4CCNCC4)c3c2)cc1	-9.0%	50.1%[activator]
N#Cc1ccc(CN2CC[C@@]3(CCCN(S(=O)(=O)c4ccccc4)C3)C2)cc1	-15.1%	5.5%
CN(Cc1ccco1)c1nc(-c2ccoc2)nc2ccccc12	11.7%	-20.5%
COc1ccc(C(=O)N2CCC3(CC2)CCN(c2cccc(-c4ccccc4)c2)CC3)cc1	-2.3%	37.6%[activator]
COc1cccc(-c2nc(N(C)Cc3ccco3)c3ccccc3n2)c1	-5.7%	86.7%[activator]
Cn1c(=O)c(-c2ccc(F)cc2)nc2cnc(OCc3ccccc3)nc21	-22.4%	-19.5%
COCC(=O)N1CCC2(CC1)CN(C(=O)Nc1ccccc1)C2	-6.5%	26.6%
COc1ccccc1-c1nc(NC2CC2)c2ccccc2n1	?	?
CCNc1ncc2nc(-c3ccc(Cl)cc3)c(=O)n(C[C@H]3CCCO3)c2n1	12.6%	-5.1%
CS(=O)(=O)N1CCC2(CCCN(c3cccc(-c4ccccc4)c3)C2)CC1	3.6%	61.1%[activator]
O=c1c(CCc2ccccc2)nc2cnc(N3CCNCC3)nc2n1CCc1ccccc1	-16.2%	11.7%
O=C(c1ccco1)N1CCC[C@@]2(CCN(c3ccncc3)C2)C1	-4.7%	4.1%
COc1ccc(-c2nc3cnc(N4CCNCC4)nc3n(-c3ccc(OC)cc3)c2=O)cc1	?	-19.3%
COc1ccccc1CNc1ccnc(-c2cccc(NS(C)(=O)=O)c2)n1	-14.7%	11.3%
Cc1noc(C)c1-c1cc(NC2CC2)ncn1	-0.4%	-13.7%
COc1ccc(-c2nc3cnc(N4CCN(C)CC4)nc3n(-c3ccc(OC)cc3)c2=O)cc1	?	30.5%[activator]
O=c1c(-c2ccc(Cl)cc2)nc2cnc(N3CCOCC3)nc2n1-c1ccccc1	?	?
The listing continues:
SMILES	HEK293 viab	SNCA expr inh
COc1ccccc1-c1cncnc1Nc1ccc(F)cc1	1.8%	-14.7%
COc1ccccc1CNc1nc(-c2ccc(C(=O)N(C)C)cc2)nc2ccccc12	-18.0%	-12.5%
CS(=O)(=O)N1CCC2(CC1)CN(c1ccccn1)C2	3.7%	7.3%
O=C(c1csnn1)N1CCC2(CCCN(c3ncccn3)C2)CC1	-1.8%	32.3%[activator]
CN(C)Cc1ccccc1-c1nccc(N(C)C)n1	1.3%	16.2%
COc1ccc(CNc2ncnc3ccc(-c4cccc(C#N)c4)cc23)c(OC)c1	-16.7%	22.9%
CN(C)Cc1ccccc1-c1nc(N(C)Cc2ccco2)c2ccccc2n1	-5.0%	-26.0%
N#Cc1cccc(-c2nc(NCc3cccnc3)c3ccccc3n2)c1	-11.3%	24.0%
COc1ncc2nc(-c3ccc(F)cc3)c(=O)n(CCc3ccccc3)c2n1	2.2%	17.6%
COc1ccc(Oc2ncc3nc(-c4cc(F)cc(F)c4)c(=O)n(C[C@H]4CCCO4)c3n2)cc1	-18.2%	6.7%
O=c1c(-c2ccc(Cl)cc2)nc2cnc(N3CCOCC3)nc2n1C1CC1	0.6%	-14.2%
FC(F)(F)c1ccccc1-c1nc(NC2CCNCC2)c2ccccc2n1	-29.9%	-12.2%
COc1ccc(NC(=O)N2CCCC3(CCN(C(=O)c4csnn4)CC3)C2)cc1	-3.8%	-0.2%
COc1ccc(Oc2ncc3nc(-c4cccs4)c(=O)n(Cc4cccc(OC)c4)c3n2)cc1	16.6%	-5.4%
COc1ccc(C(=O)N2CCC3(CCN(C(=O)Nc4cccc(F)c4)CC3)CC2)cc1	-20.6%	14.7%
COc1ccc(-c2nc3cncnc3n(-c3ccccc3)c2=O)cc1	7.0%	5.9%
COc1ccccc1CCn1c(=O)c(-c2ccccc2)nc2cncnc21	8.7%	3.9%
Cc1noc(C)c1-c1cncnc1NCCN1CCOCC1	6.1%	145.1%[activator]
COc1ccccc1-c1cc(Nc2ccn[nH]2)ncn1	-20.7%	-2.1%
COC(=O)N1CCC2(CCN(C(=O)Nc3cccc(F)c3)CC2)CC1	-8.0%	26.1%
COc1ccc2[nH]cc(CCNc3ccnc(-c4ccc5c(c4)OCO5)n3)c2c1	?	-7.5%
Cn1c(=O)c(-c2cc(F)cc(F)c2)nc2cnc(Nc3ccccc3)nc21	?	20.2%
COc1ccc(C(=O)N2CCC3(CC2)CN(Cc2ccc(C#N)cc2)C3)cc1	-10.1%	-5.4%
COCC(=O)N1CCC2(CC1)CN(Cc1ccccc1OC)C2	5.1%	19.8%
Cc1nc2cncnc2n(Cc2ccc(F)cc2)c1=O	8.2%	-1.5%
Further results:
SMILES	HEK293 viab	SNCA expr inh
Cc1nc2cnc(Oc3ccccc3)nc2n(-c2ccccc2)c1=O	-16.9%	3.9%
CN1CCN(c2ncc3nc(CCc4ccccc4)c(=O)n(C)c3n2)CC1	-2.7%	77.8%[activator]
COc1ccc(C(=O)N2CCC3(CCN(C)CC3)CC2)cc1	-0.7%	-26.2%
O=C(Nc1ccccc1)N1CCCC2(CCNCC2)C1	-10.0%	0.2%
COc1cccc(Nc2ncc3nc(CCc4ccccc4)c(=O)n(Cc4cccs4)c3n2)c1	29.7%	8.3%
CC(=O)NCCNc1ncncc1-c1ccccc1C	9.2%	7.1%
Cc1cnc(CNc2nc(-c3cccc(NS(C)(=O)=O)c3)nc3ccccc23)cn1	-11.0%	1.0%
COC(=O)N1CCC2(CC1)CN(C(=O)Nc1ccccc1)C2	1.0%	40.2%[activator]
CN(C)c1cc(-c2cccc(NS(C)(=O)=O)c2)ncn1	2.1%	-6.9%
COCC(=O)N1CCC[C@@]2(CCN(c3ccccc3)C2)C1	-27.7%	26.3%
COC(=O)N1CCC[C@@]2(CCN(c3ccccc3)C2)C1	-10.2%	-17.6%
COc1ccccc1-c1nc(N2CCOCC2)c2ccccc2n1	-1.6%	9.6%
CN(C)c1ncc2nc(-c3ccc(Cl)cc3)c(=O)n(Cc3cccs3)c2n1	?	28.8%
COc1ccc2[nH]cc(CCNc3nc(-c4cccc(NS(C)(=O)=O)c4)nc4ccccc34)c2c1	-15.3%	-9.9%
COc1ncc2nc(-c3ccc(F)cc3)c(=O)n(Cc3cccs3)c2n1	5.9%	23.1%
COc1ccc(Oc2ncc3nc(-c4cccc(C#N)c4)c(=O)n(C)c3n2)cc1	6.3%	-29.9%
FC(F)(F)c1ccccc1-c1cc(NCCN2CCOCC2)ncn1	9.2%	107.1%[activator]
CC(C)NC(=O)N1CCCC2(CCN(C(=O)c3cccn3C)CC2)C1	0.4%	22.1%
O=C(c1ccncc1)N1CCC2(CC1)CN(Cc1cc(C(F)(F)F)cc(C(F)(F)F)c1)C2	1.5%	19.4%
COc1ccc2[nH]cc(CCNc3nc(-c4ccc(N(C)C)cc4)nc4ccccc34)c2c1	-26.6%	-4.5%
COc1ccccc1CNc1ncncc1-c1ccccc1CN(C)C	-21.8%	?
c1csc(CNc2ncnc3ccc(-c4ccc5c(c4)OCO5)cc23)c1	-1.1%	-12.0%
Cc1cccc(CNc2ccnc(-c3cccnc3)n2)c1	-5.2%	15.4%
CN1CCN(c2ncncc2-c2ccccc2Cl)CC1	-2.6%	-4.2%
Cn1c(=O)cnc2cnc(Nc3ccccc3)nc21	-22.6%	43.7%[activator]

Full records, looked up by structure. Values in the order: HEK293 viab | SNCA expr inh
CC(=O)N1CCC2(CCCN(c3ccccc3)C2)CC1 is entered as -0.5% | -7.4%
CN(C)c1ncc2nc(-c3ccc(Cl)cc3)c(=O)n(Cc3cccs3)c2n1 is entered as ? | 28.8%
CN(C)C(=O)c1ccc(-c2ccc3ncnc(N4CCNCC4)c3c2)cc1 is entered as -9.0% | 50.1%[activator]
CN1CCN(c2ncncc2-c2ccccc2Cl)CC1 is entered as -2.6% | -4.2%

(further entries)
SMILES	HEK293 viab	SNCA expr inh
Cc1cccc(CNc2cc(-c3ccoc3)ncn2)c1	5.3%	8.2%
Cc1ccccc1-c1nc(N2CCN(C)CC2)c2ccccc2n1	-19.4%	32.5%[activator]
COc1ccccc1-c1ccc2ncnc(NCCN3CCOCC3)c2c1	11.6%	6.7%
O=c1cnc2cnc(Oc3ccccc3)nc2n1Cc1cccs1	-5.7%	?
Cc1ccccc1-c1nccc(NCc2cccnc2)n1	-3.8%	-1.7%
CCNc1ncc2nc(-c3ccccc3)c(=O)n(Cc3ccc(F)cc3)c2n1	28.3%	-0.8%
O=C(c1ccco1)N1CCC2(CCCN(c3ncccn3)C2)CC1	0.9%	6.1%
COc1ccc(CNc2ncnc3ccc(-c4ccccc4CN(C)C)cc23)c(OC)c1	-2.6%	4.9%
COc1ccccc1CCn1c(=O)c(-c2ccc(Cl)cc2)nc2cncnc21	-3.3%	-18.0%
COc1ccc(-c2nc3cnc(Oc4ccccc4)nc3n(Cc3cccs3)c2=O)cc1	4.5%	-18.0%
O=c1cnc2cnc(N3CCOCC3)nc2n1CCc1ccccc1	-3.2%	-9.4%
COc1cccc(-c2nccc(NCc3cccs3)n2)c1	9.6%	-41.6%
CN(Cc1ccco1)c1ncncc1-c1cccnc1	-9.1%	-23.1%
COc1ccc(-c2nc3cnc(OC)nc3n(CCC#N)c2=O)cc1	0.0%	-14.0%
N#Cc1cccc(NC(=O)N2CC3(CCN(C(=O)c4ccco4)CC3)C2)c1	-9.8%	10.0%
O=c1c(-c2cccs2)nc2cncnc2n1C1CC1	3.1%	2.4%
CC(=O)N1CCC2(CCCN(Cc3cc(C(F)(F)F)cc(C(F)(F)F)c3)C2)CC1	-2.4%	-12.7%
COCCn1c(=O)c(-c2ccccc2)nc2cnc(Oc3cccc(Cl)c3)nc21	0.3%	-8.8%
CS(=O)(=O)N1CCC[C@@]2(CCN(Cc3ccc(C#N)cc3)C2)C1	-18.9%	32.0%[activator]
COc1cccc(-c2ccc3ncnc(Nc4ccccc4)c3c2)c1	-12.9%	-21.2%
CN1CCN(c2ncncc2-c2ccc(C(=O)N(C)C)cc2)CC1	-1.4%	?

Of the compounds above, 20 contain sulfur.
SMILES	HEK293 viab	SNCA expr inh
COc1cccc(Nc2ncc3nc(-c4cccs4)c(=O)n(-c4ccccc4)c3n2)c1	?	-9.4%
N#Cc1ccc(CN2CC[C@@]3(CCCN(S(=O)(=O)c4ccccc4)C3)C2)cc1	-15.1%	5.5%
CS(=O)(=O)N1CCC2(CCCN(c3cccc(-c4ccccc4)c3)C2)CC1	3.6%	61.1%[activator]
COc1ccccc1CNc1ccnc(-c2cccc(NS(C)(=O)=O)c2)n1	-14.7%	11.3%
CS(=O)(=O)N1CCC2(CC1)CN(c1ccccn1)C2	3.7%	7.3%
O=C(c1csnn1)N1CCC2(CCCN(c3ncccn3)C2)CC1	-1.8%	32.3%[activator]
COc1ccc(NC(=O)N2CCCC3(CCN(C(=O)c4csnn4)CC3)C2)cc1	-3.8%	-0.2%
COc1ccc(Oc2ncc3nc(-c4cccs4)c(=O)n(Cc4cccc(OC)c4)c3n2)cc1	16.6%	-5.4%
COc1cccc(Nc2ncc3nc(CCc4ccccc4)c(=O)n(Cc4cccs4)c3n2)c1	29.7%	8.3%
Cc1cnc(CNc2nc(-c3cccc(NS(C)(=O)=O)c3)nc3ccccc23)cn1	-11.0%	1.0%
CN(C)c1cc(-c2cccc(NS(C)(=O)=O)c2)ncn1	2.1%	-6.9%
CN(C)c1ncc2nc(-c3ccc(Cl)cc3)c(=O)n(Cc3cccs3)c2n1	?	28.8%
COc1ccc2[nH]cc(CCNc3nc(-c4cccc(NS(C)(=O)=O)c4)nc4ccccc34)c2c1	-15.3%	-9.9%
COc1ncc2nc(-c3ccc(F)cc3)c(=O)n(Cc3cccs3)c2n1	5.9%	23.1%
c1csc(CNc2ncnc3ccc(-c4ccc5c(c4)OCO5)cc23)c1	-1.1%	-12.0%
O=c1cnc2cnc(Oc3ccccc3)nc2n1Cc1cccs1	-5.7%	?
COc1ccc(-c2nc3cnc(Oc4ccccc4)nc3n(Cc3cccs3)c2=O)cc1	4.5%	-18.0%
COc1cccc(-c2nccc(NCc3cccs3)n2)c1	9.6%	-41.6%
O=c1c(-c2cccs2)nc2cncnc2n1C1CC1	3.1%	2.4%
CS(=O)(=O)N1CCC[C@@]2(CCN(Cc3ccc(C#N)cc3)C2)C1	-18.9%	32.0%[activator]

A portion of the library; the hit share may differ from the screen's.
